Spn PMK inh = blocks S. pneumoniae phosphomevalonate kinase. purified PMK, PK/LDH-coupled NADH absorbance 340 nm. inhibition, % at 10 µM. hit rate 0.49% among 65,000;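 active = top-ranked compounds by inhibition in the single 10 µM screen, taking a fixed number of the strongest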;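 also: 0% = full reaction with DMSO carrier and 100% = background rate without enzyme reaction; no value below 0 was filed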
HT1080 cytotoxicity = cytotoxicity in HT1080 fibrosarcoma cells, cell-based, fluorescence readout (AID 620). HT1080 viability, fluorescence; higher % means a stronger effect. one-dose cytotoxicity, % at 10 µM; EC50 in µM for titrated hits. hit rate 0.42% among 87,000;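 also: cells exposed to compound overnight then 4 h with Alamar Blue; 0% = vehicle DMSO and 100% = killing control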
HPDE-C7K KRASV12 = viability loss of HPDE-C7K cells – cell-based, fluorescence, HTS, primary screen (AID 431) | HPDE-C7K KRASV12 cells, Alamar Blue viability, 48 h; higher % means a stronger effect | cytotoxicity, % at 10 µM, or EC50 in µM where a hit was titrated | hit rate 1.7% among 63,000;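 active = compounds whose percent cytotoxicity in the single-dose primary screen, scaled between solvent and toxic-drug controls, exceeds 50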;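 also: 0% = DMSO solvent wells and 100% = doxorubicin-treated wells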
TNAP inhibition = human TNAP enzyme inhibitors, biochemical, luminescent (AID 518); hit rate 0.09% among 64,000; purified TNAP enzyme, luminescent substrate readout; higher % means a stronger effect; inhibition, % at 20 µM; hits with a dose series show IC50 in µM; in the data active = a potency from the dose series; inactive = the rest, 99 in 100 with inhibition below about 22%;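 also: plate controls were vehicle for no effect and reference inhibitor for full effect; many of its hits are not listed in these tables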
DPM-DC inhibit = blocks S. pneumoniae diphosphomevalonate decarboxylase; purified DPM-DC, PK/LDH coupled NADH fluorescence; calls only at 10 µM; hit rate 0.49% among 65,000;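 active = the 320 compounds with the highest percent inhibition in the single-dose primary screen, excluding strongly autofluorescent ones, cut at about 32% in these data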;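 also: kinetic rate of NADH fluorescence loss reporting ADP formed by the decarboxylase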
HPDE-C7 cytotoxicity = cytotoxicity in HPDE-C7 cells, cell-based, fluorescence, HTS (AID 430) | one-dose cytotoxicity, % at 10 µM; EC50 in µM for titrated hits | hit rate 1.8% among 63,000 | HPDE-C7 pancreatic duct cells viability, fluorescence; higher % means a stronger effect;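 also: cells exposed to compound for 48 hours before viability readout; 0% = vehicle and 100% = reference cytotoxic drug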
Spn MK inh = S. pneumoniae mevalonate kinase inhibition; purified MK, PK/LDH-coupled NADH absorbance 340 nm; inhibition, % at 10 µM; hit rate 0.48% among 65,000;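 active = ranked among the strongest by inhibition in the single 10 µM screen, a fixed top-ranked set picked for dose follow-up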; also: no value below 0 was filed
LYP phosphatase = LYP phosphatase inhibitors, primary screen, biochemical, DiFMUP fluorescence, recombinant catalytic domain, 10 µM (AID 606) | recombinant LYP catalytic domain, DiFMUP fluorescence; higher % means a stronger effect | inhibition, % at 10 µM, or IC50 in µM where a hit was titrated | 52,000 tested, under 10 active;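 active = IC50 under 40 µM in the dose-response test; inactive = IC50 of 40 µM or more, or never dose-tested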
Bfl-1 displacement = displacement of Bid BH3 peptide from Bfl-1 – biochemical, fluorescence polarization, FITC-Bid, mouse, primary screen (AID 432) | FITC-Bid BH3 peptide fluorescence polarization displacement; higher % means a stronger effect | displacement, % at 20 µM; hits with a dose series show IC50 in µM | hit rate 0.02% among 64,000; in the data active = a potency from the dose series; inactive = the rest, 99 in 100 with displacement below about 15%; also: strong numbers were not always called active
Spn PMK inh pilot replicates = also measured in Spn PMK inh; calls as there; inhibition, %; measured here: pilot screen replicates
Spn MK inh pilot replicates = second read-out of Spn MK inh, no call of its own (marks repeat the call); inhibition, %; measured here: pilot screen replicates
DPM-DC inhibit pilot screen % = second read-out of DPM-DC inhibit, no call of its own (marks repeat the call); inhibition, %; measured here: pilot screen trials
Active calls of the source: *; i = inactive; . = not tested or not shown. Rule as the data show it, unless noted: active = cytotoxicity above about 50%; inactive = the rest.

SMILES	Spn PMK inh	HT1080 cytotoxicity	HPDE-C7K KRASV12	TNAP inhibition	DPM-DC inhibit	HPDE-C7 cytotoxicity	Spn MK inh	LYP phosphatase	Bfl-1 displacement	others
Cc1nc(C)n(C(C)CC(=O)O)n1 (stereo not given)	0	4%	-5%	15%	i	1%	3	-3%	-5%	Spn PMK inh pilot replicates=0.5;Spn MK inh pilot replicates=2.0;DPM-DC inhibit pilot screen %=0.5
CCC(=O)Nn1c(C)nnc1C	9	-16%	-13%	6%	i	-9%	9	7%	1%
Cc1ccc2c(c1)N(CC(=O)N1CCCCCC1)C(=O)CO2	15	19%	-12%	-2%	i	-7%	2	.	2%
CCC(Sc1nncn1C)C(=O)Nc1nnc(-c2ccc(Cl)cc2)s1 (stereo not given)	1	-5%	5%	15%	i	22%	3	.	-1%
Cc1ccnc(SCCn2c(N3CCC(C)CC3)nc3c2c(=O)n(C)c(=O)n3C)n1	11	4%	.	.	i	.	9	15%	.
Cc1ccc(C)c(NC(=O)CN(C)S(=O)(=O)c2ccc(F)cc2)c1	15	-9%	-5%	10%	i	-6%	6	.	-13%
CC1CCCCC12NC(=O)N(Cn1nnc3ccccc3c1=O)C2=O (stereo not given)	12	12%	-10%	6%	i	-2%	4	.	0%
COc1ccc(C2C3=C(CC(C)(C)CC3=O)Nc3c2c(=O)[nH]c(=O)n3Cc2ccccc2)cc1OC (stereo not given)	11	2%	0%	-22%	i	-7%	7	10%	2%
CCCCCCOc1ccc(OCC(O)CN2C(=O)NC(C)(C)C2=O)cc1 (stereo not given)	15	0%	-17%	7%	i	-12%	4	1%	-2%
NC(=O)c1cccc(S(=O)(=O)N2CC(c3ccccc3)CC2=O)c1 (stereo not given)	1	-4%	-3%	7%	i	-11%	7	4%	-3%
COc1ccccc1Nc1nc(N)nc(CN2CCOCC2)n1	0	-3%	13%	5%	i	15%	3	-4%	1%
Cc1cc(CNC(=O)Nc2ccc3c(c2)OCO3)nn1C	0	-10%	-3%	11%	i	-7%	6	18%	-4%
O=C(Nc1ccccc1)c1cccnc1N1CCOCC1	15	-8%	-1%	9%	i	-7%	2	10%	-12%	Spn PMK inh pilot replicates=0.0;Spn MK inh pilot replicates=0.0;DPM-DC inhibit pilot screen %=1.0
CCN(Cc1cc2ccccc2[nH]c1=O)S(=O)(=O)c1ccccc1	5	4%	4%	16%	i	-31%	5	13%	-8%	Spn PMK inh pilot replicates=0.0;Spn MK inh pilot replicates=0.5;DPM-DC inhibit pilot screen %=0.0
CC(C)OC(=O)C(C#N)c1nc2ccccc2nc1N1CCCC1 (stereo not given)	1	4%	-22%	5%	i	-14%	16	-9%	0%
CCOc1ccc(C2C(C#N)=C(N)Oc3cc(C)n(CCN(C)C)c(=O)c32)cc1OCC (stereo not given)	1	6%	6%	9%	i	1%	2	15%	-6%	Spn PMK inh pilot replicates=0.5;Spn MK inh pilot replicates=0.0;DPM-DC inhibit pilot screen %=0.0
O=C(CSc1nnc(-c2ccc(Cl)cc2)n1Cc1ccco1)Nc1ccc2c(c1)OCCO2	17	1%	-4%	6%	i	-5%	0	3%	1%
CC1CCN(S(=O)(=O)c2cc(Br)cc(C(=O)NC3=NCCS3)c2)CC1	15	0%	9%	12%	i	8%	4	0%	-4%
CCOC(=O)N1CCN(C(=O)c2csc3c2CCCCC3)CC1	18	4%	22%	14%	i	16%	6	-5%	1%	Spn PMK inh pilot replicates=0.0;Spn MK inh pilot replicates=1.0;DPM-DC inhibit pilot screen %=3.0
COCCNC(=O)Cn1ncc2ccsc2c1=O	0	3%	-6%	3%	i	-28%	3	0%	-2%
Cc1ccccc1-c1noc(N)c1C#N	21	-17%	-6%	10%	i	-10%	1	-13%	-4%	Spn PMK inh pilot replicates=2.0;Spn MK inh pilot replicates=1.0;DPM-DC inhibit pilot screen %=5.0
Cn1c(Cn2nnc3ccccc32)nnc1SCC(=O)c1ccc(F)cc1	5	-9%	-15%	6%	i	-16%	.	.	-2%
Oc1c(C(c2cccc(F)c2)N2CCN(Cc3ccccc3)CC2)sc2ncnn12 (stereo not given)	1	-3%	-12%	-4%	i	-28%	7	2%	4%
N#Cc1nc(COc2ccc(Br)cc2)oc1NCCN1CCOCC1	3	-1%	1%	12%	i	1%	3	14%	-3%
N#CCSc1nnc(C2CCCCC2)n1-c1ccccc1	18	-22%	-8%	10%	i	-3%	6	4%	-6%
Cn1c(C(=O)N2CCc3ccccc3C2)cc2c(=O)n3ccccc3nc21	13	8%	18%	-14%	.	6%	0	9%	7%
COc1cccc2[nH]c3c(N4CCC(C(N)=O)CC4)ncnc3c12	10	2%	.	8%	.	.	5	.	-12%
CCCc1nnc(SCC(=O)N2CCOCC2)n1CCCOC	21	-5%	10%	6%	i	6%	0	.	-7%
Cc1ccc(C(c2nnnn2Cc2cccs2)N2CCN(Cc3ccc4c(c3)OCO4)CC2)cc1 (stereo not given)	4	3%	20%	2%	i	14%	8	17%	-1%
Oc1ccc(N2CCN(C(c3ccncc3)c3nnnn3C3CCCC3)CC2)cc1 (stereo not given)	5	6%	18%	7%	i	5%	1	-5%	0%	Spn PMK inh pilot replicates=0.5;Spn MK inh pilot replicates=0.0;DPM-DC inhibit pilot screen %=2.0
CCSc1nnc(NC(=O)c2ccc(C)o2)s1	9	9%	-4%	8%	i	-6%	7	7%	1%	Spn PMK inh pilot replicates=0.0;Spn MK inh pilot replicates=0.0;DPM-DC inhibit pilot screen %=4.5
Cc1ccc2cc(CN(CC3CCCO3)S(=O)(=O)c3cccc4nsnc34)c(=O)[nH]c2c1 (stereo not given)	3	20%	10%	8%	i	10%	8	.	-4%
O=C(COC(=O)CN1C(=O)C2CC=CCC2C1=O)Nc1cc(C(F)(F)F)ccc1N1CCOCC1 (stereo not given)	2	3%	-17%	0%	i	-13%	4	4%	-10%
COc1ccc(-n2ccnc2SCC(=O)Nc2ccccc2)cc1	12	-8%	1%	4%	i	2%	1	.	-16%
COc1ccc(-n2nnnc2SCC(=O)c2ccc(OC)c(OC)c2)cc1	6	10%	-9%	3%	i	-14%	2	15%	-8%
CC(C)Oc1cccc(C(=O)Nc2ccccc2N2CCOCC2)c1	11	-10%	-3%	6%	i	-14%	9	0%	-1%
C=CCc1cccc2cc(C(=O)NCc3cccnc3)c(=O)oc12	9	2%	-2%	27%	i	-7%	9	.	9%	Spn PMK inh pilot replicates=1.5;Spn MK inh pilot replicates=3.0;DPM-DC inhibit pilot screen %=5.5
O=C(NC1CS(=O)(=O)CC1NCc1ccco1)c1ccccc1 (stereo not given)	4	23%	-33%	9%	i	-16%	10	11%	-3%
CC(C)N1CCc2c(sc(N)c2C#N)C1	0	0%	-3%	10%	i	3%	8	4%	2%
COc1cccc(N2C(=O)C3ON(c4ccccc4)C(c4cccs4)C3C2=O)c1 (stereo not given)	6	9%	3%	13%	i	-2%	2	5%	-6%

Fetched one by one from above (two):
SMILES	Spn PMK inh	HT1080 cytotoxicity	HPDE-C7K KRASV12	TNAP inhibition	DPM-DC inhibit	HPDE-C7 cytotoxicity	Spn MK inh	LYP phosphatase	Bfl-1 displacement	others
C=CCc1cccc2cc(C(=O)NCc3cccnc3)c(=O)oc12	9	2%	-2%	27%	i	-7%	9	.	9%	Spn PMK inh pilot replicates=1.5;Spn MK inh pilot replicates=3.0;DPM-DC inhibit pilot screen %=5.5
O=C(NC1CS(=O)(=O)CC1NCc1ccco1)c1ccccc1 (stereo not given)	4	23%	-33%	9%	i	-16%	10	11%	-3%

Next part:
SMILES	Spn PMK inh	HT1080 cytotoxicity	HPDE-C7K KRASV12	TNAP inhibition	DPM-DC inhibit	HPDE-C7 cytotoxicity	Spn MK inh	LYP phosphatase	Bfl-1 displacement	others
COc1ccc2c(c1)CC(C1(O)C(=O)N(C)c3ccccc31)C2=O (stereo not given)	6	-36%	-16%	-5%	i	-25%	8	5%	0%
CC(C)c1cc(C(=O)Nc2cccnc2)no1	6	12%	-25%	14%	i	-12%	4	12%	2%	Spn PMK inh pilot replicates=0.5;Spn MK inh pilot replicates=4.0;DPM-DC inhibit pilot screen %=1.5
CC(C)(C)c1ccc(S(=O)(=O)NCCOCC(F)(F)C(F)F)cc1	4	2%	-7%	8%	i	-1%	5	-2%	-11%
Nc1ccc2ncccc2c1N	2	.	29%	5%	i	17%	6	5%	3.5µM*
Cc1nc2ccccc2c(=O)n1C1CCCCCC1	11	-13%	1%	8%	i	-4%	0	8%	-2%
C=CCN1C(=O)C(O)(CC(=O)c2ccc(Cl)cc2)c2ccccc21 (stereo not given)	0	-31%	-60%	14%	i	-49%	7	0%	-2%
CC1=CC(C)(C)N(C(=O)CN2C(=O)c3ccccc3C2=O)c2ccccc21	9	13%	13%	9%	i	0%	5	-8%	-3%
CN(CC(=O)NCCN1CCN(Cc2ccccc2)CC1)S(=O)(=O)c1cccc2nsnc12	20	0%	3%	-6%	i	-4%	0	-10%	-6%
CN(CCO)C(=O)c1cccc2c1-c1ccccc1C2=O	9	1%	21%	11%	i	3%	16	8%	-7%
CCCCOc1ccc(S(=O)(=O)Nc2cc(OC)ccc2OC)cc1	0	5%	32%	10%	i	31%	0	-11%	1%
CCOc1cc(-c2nn3cnnc3s2)cc(OCC)c1OCC	3	21%	-21%	16%	i	-25%	2	1%	-5%
Cc1ccc(-c2cc(-c3ccccc3Cl)c(C#N)c(N)n2)o1	0	1%	21%	8%	.	11%	15	5%	4%
CCc1cc2c(=O)c(-c3nc4ccccc4[nH]3)coc2c(CN2CCC(C)CC2)c1O	6	-12%	-5%	5%	i	-19%	1	-4%	-10%	Spn PMK inh pilot replicates=4.0;Spn MK inh pilot replicates=2.0;DPM-DC inhibit pilot screen %=8.0
CSC1=Nc2sc3c(c2C2=NCCN12)CC(C)(C)OC3	7	-7%	-8%	8%	i	-16%	.	13%	-1%
CCN(CC)CCOc1cc2c(nn1)Oc1ccccc1N2C	13	-6%	3%	5%	.	-8%	9	.	0%
Cc1ccc(-c2nc(CS(=O)CC(=O)NCCCN3CC(C)CC(C)C3)c(C)o2)cc1 (stereo not given)	0	0%	15%	-3%	i	7%	2	8%	-4%
O=C(NCc1nc2ccccc2[nH]1)c1cc2ccccc2oc1=O	10	-6%	-1%	6%	i	-7%	3	-2%	-5%
Cc1ccc(CN2C3=NC(=O)CN3c3ccccc32)cc1	0	9%	4%	14%	i	0%	5	8%	1%
Cc1cccc(N2CC(c3nc4ccccc4n3C)CC2=O)c1C (stereo not given)	7	-3%	-4%	3%	i	-4%	5	4%	5%
COC(=O)c1ccc(C)c(NC(=O)CN2C(=O)c3ccccc3S2(=O)=O)c1	0	-2%	.	.	i	.	3	14%	.
CC(=O)Nc1ccc(S(=O)(=O)n2cnc(C)c2)cc1	6	2%	-6%	10%	i	-5%	2	.	-2%	Spn PMK inh pilot replicates=1.5;Spn MK inh pilot replicates=8.0;DPM-DC inhibit pilot screen %=4.0
Cc1ccc2nc(C3CCN(C(=O)NCc4ccccc4)CC3)[nH]c2c1	6	-4%	11%	9%	i	3%	11	2%	0%
CCOC(=O)CSc1nc2c(c(=O)n(Cc3ccccc3Cl)c(=O)n2C)n1C	5	17%	-5%	10%	i	-6%	4	8%	-4%
O=C(Nc1sc2c(c1C(=O)O)CCCCC2)c1ccco1	5	2%	4%	5%	i	-2%	5	-2%	0%

Source: PubChem (several laboratories)
